PTAP TSG101 blk = blocks PTAP/TSG101 interaction to inhibit HIV-1 budding | Q99816 | Fluorescence polarization, FITC-PTAP peptide / Tsg101 binding | Potency, µM (top dose mostly 115 µM), for inactives: at the highest dose activity change, negative = inhibition, actives largely listed as inhibitors | 340,000 tested, under 10 active | AID 493005; active = well fitted inhibition curve with a large enough effect in the main read-out, with a control signal flat, not every such curve was filed as active; inconclusive = small, poorly fitted or top-dose-only effect, or effect the other way, or a change in a side signal; inactive = no such curve, though single readings can be large or run the other way; note: potency is the fitted concentration of half-maximal effect; % of control where 0% means no effect
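Fluorescence polarization binding of Tsg101 binding domain (10 uM final) to FITC-labeled PTAP peptide (50 nM final) in HEPES pH 7.5 buffer with NaCl, Tween 20, EDTA, TCEP. Compounds added before peptide; binding 20 min at RT.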
Tb PFK block = blocks T. brucei phosphofructokinase; O15648; T. brucei PFK, ADP-Glo luminescence; Potency, µM (top dose mostly 57.5 µM), for the others: at the highest dose activity, negative = inhibition, hits mostly inhibitors; 330,000 tested, 0.17% active; AID 485367;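 note: potency is the fitted concentration of half-maximal effect; 0% = uninhibited 1x PFK enzyme wells and -100% = no-enzyme wells; nearly all actives have a fitted effect of over 60% in size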
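In TEA buffer at pH 8.0 with 5 mM MgCl2, enzyme (1.25 nM) converted F6P (0.5 mM) and ATP (0.1 mM) for 45 min at room temperature. ADP product was read by luciferase luminescence.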
Mito fusion act = mitochondrial division inhibition or fusion activation. S. cerevisiae fusion-defective mutant growth rescue, CellTiterGlo 48 h. Potency, µM (titrated, usually from 46.1 µM), for the others: top-dose growth rescue (activation), most hits filed as activators. 320,000 tested, 0.23% active. AID 485298;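 note: potency is the fitted concentration of half-maximal effect; % of control where 0% means no effect; nearly all actives have a fitted effect of over 45% in size; temperature-sensitive fusion mutants such as fzo1-1 at 37 °C on non-fermentable ethanol glycerol medium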
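Temperature-sensitive fusion-defective S. cerevisiae (e.g. fzo1-1, mgm1-5) were grown with compound in YPEG medium (3% ethanol, 3% glycerol) for 48 hours at 37C. Growth rescue was measured as viability by CellTiterGlo luminescence after 10 minutes at ambient.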
Eya2 inh = blocks the phosphatase activity of human Eya2; O00167; recombinant Eya2, OMFP fluorescence dephosphorylation (OMFP is methylfluorescein phosphate); Potency, µM (top dose mostly 76.9 µM), without a hit: at the highest dose activity, negative = inhibition, usual class: inhibitors; 330,000 tested, 0.006% active; AID 488837; note: potency is the fitted concentration of half-maximal effect; % is set by controls: 0 for no effect and ±100 for the full control effect
Target sequence (O00167 whole entry, looked up): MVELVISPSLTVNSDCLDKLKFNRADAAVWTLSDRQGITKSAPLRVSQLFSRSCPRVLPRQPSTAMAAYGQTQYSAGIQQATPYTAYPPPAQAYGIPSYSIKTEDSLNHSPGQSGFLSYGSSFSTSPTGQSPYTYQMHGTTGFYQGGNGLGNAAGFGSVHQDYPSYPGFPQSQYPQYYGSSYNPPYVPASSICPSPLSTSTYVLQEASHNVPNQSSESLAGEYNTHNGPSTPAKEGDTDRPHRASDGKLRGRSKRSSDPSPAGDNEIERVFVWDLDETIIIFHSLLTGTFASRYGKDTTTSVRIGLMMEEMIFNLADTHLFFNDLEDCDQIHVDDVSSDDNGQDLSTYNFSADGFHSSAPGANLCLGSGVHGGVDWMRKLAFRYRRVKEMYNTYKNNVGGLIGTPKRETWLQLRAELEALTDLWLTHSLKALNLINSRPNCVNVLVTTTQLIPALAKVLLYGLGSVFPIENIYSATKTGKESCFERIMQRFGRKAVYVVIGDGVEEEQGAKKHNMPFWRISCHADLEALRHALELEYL
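Eya2 protein (added as 0.2 uM solution) was preincubated with compound for 10 min at ambient temperature in 50 mM HEPES pH 7.5, 50 mM NaCl, 5 uM MgCl2, 0.05% BSA, 1 mM DTT. OMFP (added at 50 uM) then reacted 10 min; fluorescence read at 485/525 nm.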
ELG1 repair inh = inhibitors of ELG1-dependent DNA repair in HEK293T cells; 330,000 tested, 2.3% active; Potency, µM (highest dose often 46.1 µM), inactives show at the top dose activity change, negative = inhibition, usual class: inhibitors; HEK293T ELG1-luciferase reporter, luminescence, 16 h; DNA damage induced by 5-fluorouridine; note: potency is the fitted concentration of half-maximal effect; % is set by controls: 0 for no effect and ±100 for the full control effect; nearly all actives have a fitted effect of over 55% in size
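Overnight (16 hr) co-exposure of 2,000 cells/well to 5-fluorouridine and compound at 37 °C preceded detection. Luciferase was quantified via ONE-Glo luminescence; loss of signal denotes inhibition.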
TSHR antagonist = antagonists of human thyroid stimulating hormone receptor. P16473. 330,000 tested, 0.2% active. activity change, negative = inhibition, % at 11.5 µM. TSHR-expressing cells, TSH-stimulated cAMP HTRF, 2 h; active compounds read low;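 active = activity change below a set negative limit, meaning inhibition stronger than a set level, cut at about -70% in these data; inconclusive = activity change between two set negative limits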; note: % is set by controls: 0 for no effect and ±100 for the full control effect
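Cell-based HTRF cAMP assay; TSHR cells + compound, TSH EC80 (4nM final), 2 h, 37 deg C. Lysis with anti-cAMP cryptate and cAMP-d2, 30 min RT, read 665/620 nm.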
AT treatment = candidate therapy for ataxia-telangiectasia. AID 485349. […] A-T fibroblasts, KAP-1 phosphorylation AlphaLISA; neocarzinostatin DNA damage 30 min before lysis. Potency, µM (highest dose often 57.5 µM), inactives show at the highest dose activation, most hits filed as activators. 320,000 tested, 0.19% active; note: potency is the fitted concentration of half-maximal effect; % of control where 0% means no effect; nearly all actives have a fitted effect of over 45% in size
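hTERT-immortalized A-T patient fibroblasts ([…]), 500 cells/well in OPTI-MEM, 1% FBS, got compounds for 60 min, then NCS for 30 min at 37C. Lysates were then assayed for phospho-KAP-1 by AlphaLISA (anti-pKAP1 donor, anti-KAP1 acceptor beads), 6 hr at 25C.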
BCR signal inh = chronic active BCR signaling inhibition. ABC-DLBCL IkBa-CBG/CBR reporter, luminescence ratio, 4 h. Potency, µM (top dose mostly 46.1 µM), without a hit: at the highest dose ratio change, negative = lower green/red ratio, most hits filed as inhibitors. 340,000 tested, 0.05% active. AID 493014; active = well fitted inhibition curve with a large enough effect in the signal ratio, with a control signal flat, not every such curve was filed as active; inconclusive = small, poorly fitted or top-dose-only effect, or effect the other way, or a change in a side signal; the % refers to the signal ratio;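 note: potency is the fitted concentration of half-maximal effect; plate controls were basal doxycycline-induced cells for no effect and cells given 10 µM MG132 for full effect; MG132 reads +100%, hits lower the ratio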
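Cell line TMD8 (human ABC DLBCL), stably expressing tet-inducible CBG68-IkBa fusion and CBR; IMDM/0.5% FBS; cpd up to 46 uM; dox induction, 4 h, 37C/5% CO2; dual luminescence; green/red ratio; MG132 control.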
S-ASM inh = human S-ASM enzyme inhibition; P17405; placental ASM, HMU-PC fluorogenic substrate, 60 min; Potency, µM (top dose mostly 57.5 µM), for inactives: top-dose activity change, negative = inhibition, usual class: inhibitors; AID 504937; 340,000 tested, 0.006% active; note: potency is the fitted concentration of half-maximal effect
Target sequence (P17405 47-631 limits assumed): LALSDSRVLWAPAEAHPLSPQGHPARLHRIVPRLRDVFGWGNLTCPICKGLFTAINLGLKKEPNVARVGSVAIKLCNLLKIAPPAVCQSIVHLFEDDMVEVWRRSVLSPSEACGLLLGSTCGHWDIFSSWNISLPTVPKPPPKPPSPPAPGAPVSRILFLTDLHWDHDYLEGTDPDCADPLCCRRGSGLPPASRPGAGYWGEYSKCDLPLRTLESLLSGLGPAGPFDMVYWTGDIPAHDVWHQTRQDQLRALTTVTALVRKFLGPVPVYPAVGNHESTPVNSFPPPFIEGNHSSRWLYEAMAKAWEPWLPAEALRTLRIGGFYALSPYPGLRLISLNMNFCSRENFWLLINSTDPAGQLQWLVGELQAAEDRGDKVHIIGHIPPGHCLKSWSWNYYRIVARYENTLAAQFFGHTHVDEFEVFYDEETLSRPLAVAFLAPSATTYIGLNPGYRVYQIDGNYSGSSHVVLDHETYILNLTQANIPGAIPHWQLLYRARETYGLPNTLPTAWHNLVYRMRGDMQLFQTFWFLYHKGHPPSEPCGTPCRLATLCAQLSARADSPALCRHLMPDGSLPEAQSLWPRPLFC
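Steps: dispense placental human ASM, pin compound, wait 10 min at room temperature, add HMU-PC0 substrate at 9 uM final, incubate 60 min at 37 °C, add stop solution raising pH to 10, read fluorescence.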
Integrin act MD = integrin-mediated muscular dystrophy alleviation activation; alpha7betagal myoblasts, beta-gal FDG fluorescence, 48 h; Potency, µM (top dose mostly 38.3 µM), inactives show top-dose activation, actives largely listed as activators; 350,000 tested, 0.064% active; AID 624291;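 note: potency is the fitted concentration of half-maximal effect; 100% = response of the positive control SU9516; nearly all actives have a fitted effect of over 60% in size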
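alpha7betagal+/- myoblasts (passage 13, 250/well) treated 48 h at 37C with compounds at 1:260 dilution of DMSO stock. Lysed, then beta-galactosidase activity read as FDG fluorescence (ex 480/em 540) after 30 min, with pre-read for autofluorescence.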
TCR act = activates T cell receptor signaling; AID 504894; Potency, µM (highest dose often 9.22 µM), for inactives: at the highest dose activation of IL-2 secretion, actives largely listed as activators; primary human leukocytes, anti-CD3, IL-2 HTRF, 48 h; 330,000 tested, under 10 active; note: % of control where 0% means no effect
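Primary human leukocytes were stimulated with a-CD3 beads plus compounds for 48 hr without co-stimulation; secreted IL-2 was quantified by HTRF using a-IL-2-K (europium cryptate) and a-IL-2-d2, excited at 320nm with acceptor emission read at 665nm.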
* = called active by the depositor; ? = inconclusive; . = no result given; [ ] = remark or other dose. Unless noted, calls come from the whole dose curve; as a rule, active = well fitted curve in the direction sought with a large enough effect; inconclusive = small, poorly fitted or top-dose-only effect, or another doubt; inactive = no such curve, though single readings can be large; an effect the other way counts as inactive or inconclusive.

SMILES	PTAP TSG101 blk	Tb PFK block	Mito fusion act	Eya2 inh	ELG1 repair inh	TSHR antagonist	AT treatment	BCR signal inh	S-ASM inh	Integrin act MD	TCR act
Cc1ccc(N2CC(C(=O)OCC(=O)Nc3ccccc3C)CC2=O)cc1 (stereo not given)	-5%	-3%	0%	6%	24%	45	10%	0%	-1%	4%	-13%
CC(C)c1ccc(S(=O)(=O)N2CCN(C(=O)c3ccncc3)CC2)cc1	-2%	1%	0%	-17%	9%	15	1%	-2%	4%	26%	1%
CC(C)N1CCN(Cc2ccc(-c3ccccc3Cl)o2)CC1CCO (stereo not given)	1%	7%	-6%	-8%	6%	-3	0%	-8%	-1%	-15%	-1%
Cc1ccc(NC(=O)Nc2nnc(-c3ccncc3)s2)cc1	-6%	20%	?	-1%	-9%	-2	-6%	3%	0%	0%	8%
CCOc1ccccc1NC(=O)CCn1ccnc1	3%	-5%	6%	7%	1%	-6	-2%	-1%	-2%	-14%	-8%
O=C(NCc1ccc2c(c1)OCO2)c1cccc(S(=O)(=O)N2CCCCC2)c1	-1%	-1%	-1%	5%	?	13	-5%	1%	-1%	20%	0%[46.1 µM]
O=C(Nc1ccc(Br)cn1)c1ccc(COc2c(F)c(F)cc(F)c2F)o1	-4%	0%	0%	0%	25%	-30	4%	-1%	-2%	16%	1%
CCN(CC)S(=O)(=O)c1cc(C(=O)OCC(=O)Nc2cccc(S(=O)(=O)N(C)C)c2)ccc1F	-5%	2%	2%	5%	20%	3	3%	-16%	-4%	1%	0%
COc1cccc(C(=O)NCCS(=O)(=O)N2CCN(C(=O)c3ccco3)CC2)c1	-1%	-16%	2%	-11%	20%	16	-4%	0%	4%	-2%	-5%
CN(C(=O)c1ccc(NC(=O)Cc2ccc([N+](=O)[O-])cc2)cc1)C1CCCC1	-5%	?	.	-10%	?	0	1%	3%	-8%	-3%	2%
CC1(C)c2[nH]c3ccccc3c2C[C@H]2C(=O)N(N)CC(=O)N21	-7%	-16%	1%	17%	?	3	-3%	-9%	1%	-24%	-9%
CCc1ccc(N2C(=O)CN(Cc3cccs3)C2=S)cc1	-7%	-3%	-2%	2%	?	-2	-1%	-1%	-2%	11%	.
Cc1cc(S(=O)(=O)N2CCOCC2)ccc1OCC(=O)Nc1ccc(F)c(Cl)c1	-1%	2%	2%	-2%	-8%	7	0%	2%	-4%	12%	8%
Cc1nn2c3ccccc3nc2n(C)c1=O	-4%	0%	-2%	-9%	-5%	1	1%	5%	3%	1%	2%
C=CCOC(=O)C1=C(C)Nc2nnnn2C1c1cccs1 (stereo not given)	-3%	1%	-13%	-18%	2%	-1	4%	-5%	11%	8%	-1%
Cc1ccc(C)c(OCCSc2nnc(-c3cccnc3)n2N)c1	-2%	-1%	1%	1%	-16%	41	-4%	1%	2%	5%	-6%[46.1 µM]
CC(NC(=O)/C(C#N)=C/c1cn(-c2ccccc2)nc1-c1ccc(F)cc1)c1ccccc1 (stereo not given)	0%	8%	-1%	-2%	?	-1	1%	1%	24%	1%	-2%[46.1 µM]
CC(C)(C)[C@@H]1COC(=O)[C@H](Cc2ccc(F)cc2)CC/C=C\C[C@H](CC(=O)N(CCO)Cc2ccccc2)C(=O)N1	.	7%	.	8%	?	-12	-9%	2%	-5%	-40%	1%
CCOc1ccc(C(=O)CCC(=O)NNC(=O)c2ccncc2)cc1	-3%	0%	2%	6%	23%	-4	7%	-6%	.	3%	-3%
CCOc1ccc(/C=N/N2CCN(Cc3ccccc3)CC2)cc1	1%	-3%	-1%	-21%	-25%	-9	2%	2%	3%	5%	.
O=S(=O)(Nc1ccccc1N1CCCCC1)c1ccc(F)cc1F	1%	10%	-2%	-13%	2%	-12	8%	1%	0%	10%	0%
FC(F)(F)c1cccc(Oc2cc(C(F)(F)F)nc(-c3ccccn3)n2)c1	-6%	-4%	-1%	-9%	-3%	0	1%	0%	0%	-12%	4%
CCC(C)c1ccc(S(=O)(=O)N2CCN(C(=O)COc3ccc4c(C)cc(=O)oc4c3)CC2)cc1 (stereo not given)	-5%	7%	17%	-4%	8.2µM*	-6	.	?	-9%	6%	6%
Clc1ccccc1-c1ncc(-c2ccccc2)o1	-8%	2%	-7%	2%	?	4	?	?	4%	1%	-3%
COc1ccccc1C1CC(c2ccc(F)cc2)Nc2ncnn21 (stereo not given)	-6%	-6%	-4%	21%	6%	-1	-1%	13%	5%	12%	4%
O=C(O)CNC(=S)N(Cc1ccccc1)Cc1ccccc1F	-1%	0%	14%	-8%	18%	-7	3%	12%	-2%	-19%	1%
Cn1c(N)c(S(=O)(=O)N2CCN(c3ccccc3)CC2)c(=O)n(C)c1=O	-2%	-2%	-4%	0%	-7%	2	1%	-2%	2%	17%	-2%
O=C(Nc1nccs1)c1cc(-c2ccccc2)nn1-c1ccccc1	-3%	-6%	4%	-6%	28%	-21	2%	?	2%	14%	-8%[46.1 µM]
CCOC(=O)C1C(=O)NC(c2ccccc2)=NC1c1cccc(Br)c1 (stereo not given)	0%	0%	-2%	-3%	?	-4	0%	?	4%	16%	-1%
CCOC(=O)c1sc(NS(=O)(=O)c2cc(C)ccc2C)nc1C	-5%	1%	1%	18%	-7%	-4	4%	-1%	-2%	9%	.
COc1ccc(-c2noc(=O)n2Cc2ccccc2Cl)cc1	1%	-3%	25%	-5%	1%	-9	1%	1%	1%	5%	-1%
CCn1c(=O)cc(SCC(=O)NCc2ccco2)c2ccccc21	-9%	2%	8%	-12%	?	27	3%	?	0%	2%	-1%
O=C(COc1ccc(Br)cc1)Nc1ccc2oc(=O)ccc2c1	0%	-1%	2%	2%	2%	-1	5%	-1%	5%	-3%	0%
CCOC(=O)c1c(C)oc2ccc(OCC(=O)C(C)(C)C)cc12	-4%	-5%	0%	2%	?	23	.	?	-14%	4%	1%
COc1ccc2c(c1OC)C(=O)N1C(C(=O)O)Cc3c([nH]c4ccccc34)C21 (stereo not given)	-15%	2%	-1%	-6%[15.4 µM]	-17%	-8	5%	19%	338%[activator]	3%	-5%
O=C(COC(=O)c1ccccc1)c1ccc(S(=O)(=O)N2CCCCC2)cc1	-2%	?	13%	7%	-16%	-13	3%	8%	-1%	-11%	1%
Cc1cc(Cl)ccc1Oc1ncnc2oc(-c3ccccc3)cc12	-4%	-2%	7%	14%	-8%	25	8%	-3%	10%	3%	3%
Cc1cc(C)nc(N2CCC(C(=O)NCCc3ccc(Cl)cc3)CC2)n1	-3%	3%	3%	2%	10%	-6	1%[11.5 µM]	?	-5%	14%	1%
O=C(COC(=O)Cc1ccc(Cl)cc1Cl)NC1CC1	-5%	2%	.	2%	14%	18	-3%	0%	5%	0%	0%[46.1 µM]
O=C(Cn1ccnc1)c1ccc(O)c(O)c1	0%	?	-9%	5%	18%	7	2%	2%	1%	30%	-3%
CC(NC(=O)CS(=O)(=O)c1ccccc1)c1ccccc1 (stereo not given)	-7%	8%	1%	-4%	-4%	-8	16%	2%	-1%	8%	-3%
CCc1ccc(N2C(=O)CC(NNc3nc4ccccc4s3)C2=O)cc1 (stereo not given)	-5%	-1%	0%	-11%	4%	-5	8%	-22%	-9%	15%	10%[46.1 µM]

One compound at a time (already shown). Screens in order: PTAP TSG101 blk	Tb PFK block	Mito fusion act	Eya2 inh	ELG1 repair inh	TSHR antagonist	AT treatment	BCR signal inh	S-ASM inh	Integrin act MD	TCR act
O=C(Nc1nccs1)c1cc(-c2ccccc2)nn1-c1ccccc1 is listed with -3%	-6%	4%	-6%	28%	-21	2%	?	2%	14%	-8%[46.1 µM]
CCOc1ccc(C(=O)CCC(=O)NNC(=O)c2ccncc2)cc1 is listed with -3%	0%	2%	6%	23%	-4	7%	-6%	.	3%	-3%
